Source: PubChem (National Center for Advancing Translational Sciences (NCATS))
Mito fusion yeast – qHTS Assay for Small Molecule Inhibitors of Mitochondrial Division or Activators of Mitochondrial Fusion | S. cerevisiae fusion-defective mutant growth rescue, CellTiterGlo 48 h | Potency, µM (doses to about 46.1 µM), without a hit: at the top dose growth rescue (activation), hits mostly activators | actives 0.23% (n = 320,000) | AID 485298, 2010;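 note: potency is the fitted concentration of half-maximal effect; % of control where 0% means no effect; nearly all actives have a fitted effect of over 45% in size; temperature-sensitive fusion mutants such as fzo1-1 at 37 °C on non-fermentable ethanol glycerol medium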
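Compounds are tested for their ability to restore growth of mitochondrial fusion-defective yeast strains at non-permissive 37C in YPEG medium over 48 hours. Viability is quantified by luciferase luminescence.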
USP2a inh – qHTS Assay for Inhibitors of Ubiquitin-specific Protease USP2a Using CHOP2 as the Reporter; AID 463254, 2010; Potency, µM (titrated, usually from 38.3 µM), for inactives: top-dose activity change, negative = inhibition, actives largely listed as inhibitors; actives 0.01% (n = 330,000); USP2 core, Ub-CHOP2 coupled fluorogenic reporter, 485/531; Ubiquitin carboxyl-terminal hydrolase 2 (Homo sapiens), O75604;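 note: potency is the fitted concentration of half-maximal effect; plate controls were DMSO wells for no effect and full inhibition by NEM control for full effect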
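USP2 core (10nM final) preincubated 30min RT with compound in 20mM Tris-HCl pH 8.0, 2mM CaCl2, 2mM beta-mercaptoethanol, 0.05% CHAPS; 25nM Ub-CHOP2 plus 25nM reporter substrate added, fluorescence (Ex485/Em531) read after 60min.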
KCNH2 3.1 block – qHTS for Inhibitors of KCHN2 3.1: Mutant qHTS | U2OS KCNH2 3.1, thallium flux FluxOr; stronger effect = lower value | activity change, % (tested at about 1.8 µM) | actives 0.95% (n = 340,000);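 active = maximum activity change below -70%; inconclusive = maximum activity change from -70% to -50%; inactive = maximum activity change above -50%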;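 note: thallium influx rate constant from kinetic fluorescence after stimulation buffer; % is set by controls: 0 for no effect and ±100 for the full control effect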
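Kinetic fluorescence (2 min after stimulation buffer) measures Tl+ influx through KCNH2 3.1 expressed by viral transduction in U2OS cells; the rate constant is normalized against DMSO controls serving as positive and negative references.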
KCNH2 WT inh – qHTS for Inhibitors of KCHN2 3.1: Wildtype qHTS | activity change, % at 1.84 µM | actives 0.37% (n = 340,000) | U2OS, BacMam KCNH2, thallium flux FluxOr; stronger effect = lower value | Voltage-gated inwardly rectifying potassium channel KCNH2 (Homo sapiens), Q12809;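 active = maximum activity change below -70%; inconclusive = maximum activity change between -70% and -50%; inactive = maximum activity change above -50%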; note: % is set by controls: 0 for no effect and ±100 for the full control effect
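U2OS cells transduced with wild-type KCNH2 virus are loaded with FluxOr dye for 45 min, and thallium flux is measured in kinetic reads before and after stimulation buffer. Rate constants are normalized to DMSO controls.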
TCR act – Activators of T cell receptors: qHTS campaign. primary human leukocytes, anti-CD3, IL-2 HTRF, 48 h. 330,000 tested, under 10 active. AID 504894, 2011. Potency, µM (series often up to 9.22 µM), for the others: at the highest dose activation of IL-2 secretion, usual class: activators; note: % of control where 0% means no effect
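IL-2 release read by HTRF sandwich (Eu cryptate donor, d2 acceptor, 665 nm emission) after 48 hr exposure of primary human leukocytes to compound together with anti-CD3 beads in the absence of co-stimulatory signals.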
ELG1 repair inh – qHTS screen for small molecules that inhibit ELG1-dependent DNA repair in human embryonic kidney (HEK293T) cells expressing luciferase-tagged ELG1 | HEK293T ELG1-luciferase reporter, luminescence, 16 h; DNA damage induced by 5-fluorouridine | Potency, µM (titrated, usually from 46.1 µM), inactives show top-dose activity change, negative = inhibition, actives largely listed as inhibitors | actives 2.3% (n = 330,000) | AID 504467, 2011; note: potency is the fitted concentration of half-maximal effect; % is set by controls: 0 for no effect and ±100 for the full control effect; nearly all actives have a fitted effect of over 55% in size
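Quantitative HTS, concentration-response format. 2,000 cells/well co-treated with 5-fluorouridine and compound, 16 hr in 5% CO2 at 37 °C; ONE-Glo luminescence read after 30 min.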
AT treatment – qHTS Assay for Identifying a Potential Treatment of Ataxia-Telangiectasia | […] A-T fibroblasts, KAP-1 phosphorylation AlphaLISA; neocarzinostatin DNA damage 30 min before lysis | actives 0.19% (n = 320,000) | Potency, µM (series often up to 57.5 µM), without a hit: top-dose activation, actives largely listed as activators | AID 485349, 2010; note: potency is the fitted concentration of half-maximal effect; % of control where 0% means no effect; nearly all actives have a fitted effect of over 45% in size
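hTERT-immortalized A-T patient fibroblasts ([…]), 500 cells/well in OPTI-MEM, 1% FBS, got compounds for 60 min, then NCS for 30 min at 37C. Lysates were then assayed for phospho-KAP-1 by AlphaLISA (anti-pKAP1 donor, anti-KAP1 acceptor beads), 6 hr at 25C.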
TSHR antag – Antagonists of the Thyroid Stimulating Hormone Receptor: HTS campaign. Thyrotropin receptor (Homo sapiens), P16473. TSHR-expressing cells, TSH-stimulated cAMP HTRF, 2 h; stronger effect = lower value. activity change, negative = inhibition, % at 11.5 µM. actives 0.2% (n = 330,000). AID 504810, 2011;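 active = activity change below a set negative limit, meaning inhibition stronger than a set level, cut at about -70% in these data; inconclusive = activity change between two set negative limits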; note: % is set by controls: 0 for no effect and ±100 for the full control effect
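TSHR-expressing cells were treated with compounds, then stimulated with TSH at EC80 (4nM final) for 2 hours at 37 deg C. Cellular cAMP was measured by HTRF competition between lysate cAMP and cAMP-d2 for a cryptate-labelled anti-cAMP antibody.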
TRPV1 ag – HTS Assay for Compounds that Act as Agonists of the Vanilloid Receptor 1. TRPV1-expressing cells, Fluo-8 calcium influx, agonist mode. AID 540275, 2011. actives 0.19% (n = 320,000). activation, % at 8.33 µM; in the data active = activation above about 80%; inconclusive = between about 30% and that limit; note: 0% is about no effect
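Cells expressing TRPV1 were dye-loaded with Fluo-8 and read kinetically: 10 s baseline, 3 min after compound (agonist portion), then 2 min after EC20 capsaicin (allosteric enhancer portion). Calcium-bound dye fluorescence at 480/520 nm.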
Eya2 inh – qHTS Assay for Inhibitors of the Phosphatase Activity of Eya2; Protein phosphatase EYA2 (Homo sapiens), O00167; recombinant Eya2, OMFP fluorescence dephosphorylation (OMFP is methylfluorescein phosphate); Potency, µM (doses to about 76.9 µM), without a hit: top-dose activity, negative = inhibition, hits mostly inhibitors; actives 0.006% (n = 330,000); AID 488837, 2010; note: potency is the fitted concentration of half-maximal effect; % is set by controls: 0 for no effect and ±100 for the full control effect
Target sequence (O00167 whole entry, looked up): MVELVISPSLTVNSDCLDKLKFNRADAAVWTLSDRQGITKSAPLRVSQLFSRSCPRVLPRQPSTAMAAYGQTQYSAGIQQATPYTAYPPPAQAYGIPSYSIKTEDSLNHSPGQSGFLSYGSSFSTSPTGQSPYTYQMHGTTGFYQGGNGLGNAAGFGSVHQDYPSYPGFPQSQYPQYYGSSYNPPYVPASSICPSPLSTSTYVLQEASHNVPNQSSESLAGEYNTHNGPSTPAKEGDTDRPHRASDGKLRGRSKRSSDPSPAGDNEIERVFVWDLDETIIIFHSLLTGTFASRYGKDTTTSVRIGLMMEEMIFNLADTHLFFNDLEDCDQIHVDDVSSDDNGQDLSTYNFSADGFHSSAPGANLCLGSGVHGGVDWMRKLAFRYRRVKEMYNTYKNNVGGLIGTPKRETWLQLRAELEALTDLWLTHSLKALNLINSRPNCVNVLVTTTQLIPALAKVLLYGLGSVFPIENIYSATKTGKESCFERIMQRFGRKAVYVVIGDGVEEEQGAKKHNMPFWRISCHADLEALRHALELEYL
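Eya2 protein (added as 0.2 uM solution) was preincubated with compound for 10 min at ambient temperature in 50 mM HEPES pH 7.5, 50 mM NaCl, 5 uM MgCl2, 0.05% BSA, 1 mM DTT. OMFP (added at 50 uM) then reacted 10 min; fluorescence read at 485/525 nm.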
Numbers without * were called inactive; ? = inconclusive; · = not tested or not shown; [ ] = another dose, or the depositor's remark. Unless noted, calls come from the whole dose curve; as a rule, active = well fitted curve in the direction sought with a large enough effect; inconclusive = small, poorly fitted or top-dose-only effect, or another doubt; inactive = no such curve, though single readings can be large; an effect the other way counts as inactive or inconclusive. Not all compounds are listed; the hit share may differ from the screen's.

SMILES | Mito fusion yeast | USP2a inh | KCNH2 3.1 block | KCNH2 WT inh | TCR act | ELG1 repair inh | AT treatment | TSHR antag | TRPV1 ag | Eya2 inh
COc1cc2oc(=O)c(Br)c(C)c2c(OC)c1OC | 2% | -1% | 2 | 0 | -6% | ? | 6% | 7 | -2 | 15%
O=C(Cc1ccc(F)cc1)N/N=C/c1ccncc1 | -2% | 0% | -6 | -4 | 0%[46.1 µM] | -16% | -7% | 9 | 0 | -5%
Cc1sc2ncn(CC(=O)NCCN(C)C)c(=O)c2c1S(=O)(=O)N1CCC(C)CC1 | -6% | 0% | 2 | 3 | -4% | 1% | -3% | -1 | 0 | -6%
CC#CCN1c2ccccc2[C@]23C[C@@H](C(=O)OC)N(C(C)=O)C2=NC(C(=O)OC)=C(C(=O)OC)[C@H]13 | -7% | 3% | -2 | 6 | -3% | 13% | 45% | -26 | 13 | -5%
CCCCC(C(=O)O)C(C)CC(=O)Nc1nncs1 (stereo not drawn) | 0% | 1% | -5 | -6 | -1% | 6% | -2% | 6 | 1 | 18%
Cc1nnc(SCC(=O)N2CCCCC2)s1 | 2% | -2% | 4 | 31 | 6%[46.1 µM] | 17% | -3% | 4 | 4 | -6%
CN(C)S(=O)(=O)N1CCN(c2ccccc2)CC1 | 3% | -1% | 7 | -9 | · | 7% | -2% | -3 | 7 | 12%
CC1CCCCC1NC(=O)c1cc2ccccc2o1 (stereo not drawn) | 7% | -2% | 0 | -12 | 2%[46.1 µM] | 16% | 7% | -10 | 18 | 4%
CCOC(=O)CN1CC23C=CC(O2)C(C(=O)Nc2ccc(F)c(C)c2)C3C1=O (stereo not drawn) | -3% | 3% | 0 | -4 | 8% | 14% | 3% | 2 | 2 | -1%
CN(CCOc1ccc(Cl)cc1)C(=O)c1ccc2c(=O)n3c(nc2c1)CCC3 | 5% | 2% | -3 | 9 | 4% | 3% | 1% | 2 | -1 | -2%
CCN1CCc2c(sc(NC(=O)C3CCCCC3)c2C(=O)OC)C1 | -2% | 1% | 6 | -29 | -4% | 0% | 2% | 9 | 1 | -5%
Cc1ccc(S(=O)(=O)NC(=O)N2CCCN(Cc3ccc(F)cc3)CC2)cc1 | -2% | 0% | 5 | 2 | -2% | -4% | 1% | 5 | 2 | ?
CS(=O)(=O)N(CC(=O)N1CCCCCC1)c1cccc([N+](=O)[O-])c1 | -3% | 1% | 3 | -1 | · | 28% | -5% | 5 | 3 | -1%
COc1cccc(CNCC(=O)NC(=O)NC2CCCC2)c1 | · | -1% | 4 | 13 | -2% | 3% | 20% | -11 | · | -9%
CCn1c(COc2ccccc2)nnc1SCC(=O)Nc1cc(C)ccc1OC | 4% | -1% | 1 | -4 | 1% | ? | · | -3 | 1 | 15%
Cc1ccc(Oc2ccc(N)cc2)cc1 | -6% | -1% | -25 | -2 | -2% | 19% | -3% | 15 | 1 | 17%
COc1cnn(-c2cc(Oc3ccc(C)cc3)ncn2)c(=O)c1Cl | 2% | 7% | -3 | 5 | -37% | 3% | 1% | 11 | 3 | 1%
COc1ccc(CNC(=O)COc2ccc(OC)cc2)cc1 | -17% | 2% | -5 | 1 | -2% | 0% | 11% | -31 | -11 | -7%
COc1ccc2c(c1)C(C1C(=O)CCCC1=O)c1ccccc1O2 (stereo not drawn) | 9% | -2% | 2 | -4 | -1% | 0% | 0% | -1 | -2 | 9%
N#C/C(C(=O)N1CCCCC1)=C1/N=C(N)c2ccccc21 | 2% | -1% | 5 | 2 | 0%[46.1 µM] | ? | 2% | -10 | -6 | 4%
COc1ccc(OCC(=O)NNC(=O)c2ccc3c(=O)n4c(nc3c2)CCC4)cc1 | -1% | 2% | -4 | 3 | 3% | -1% | 5% | 7 | 0 | -10%
Cc1ccc(CCNC(=O)CCS(=O)(=O)c2ccc(Br)cc2)cc1 | -2% | 2% | -14 | -8 | 2% | -4% | 9% | 5 | 20 | 10%
COc1cc2c(cc1OC)CN(C(=O)Nc1ccccc1)CC2 | 1% | -2% | 26 | -9 | 2% | 3% | 6% | -6 | 22 | 9%
Cc1cc(C)c(C(=O)COC(=O)c2cccc(S(=O)(=O)NCc3ccccc3)c2)cc1C | 18% | 3% | -1 | 2 | 2%[46.1 µM] | ? | 1% | 2 | -2 | -1%
O=C(NCC1COCCO1)c1cc(COc2c(F)cccc2F)on1 (stereo not drawn) | 1% | 0% | 8 | -1 | 2% | ? | 4% | 9 | 1 | 3%
COCC1CCN(C(=O)C2CCN(c3nc(-c4ccccc4)nc4c3CCC4)CC2)C1 (stereo not drawn) | -5% | 0% | -2 | 7 | 2% | ? | -2% | -8 | 19 | -2%
Cc1ccc(S(=O)(=O)N2CCN(c3nc(CN4CCCC4)nc4sc(C)c(C)c34)CC2)cc1 | -2% | 1% | -23 | 1 | -5% | -3% | -10% | 9 | 5 | -8%
O=C(NCc1ccccc1Cl)C(=O)NCC1OCCN1S(=O)(=O)c1cccs1 (stereo not drawn) | 0% | 3% | 15 | 11 | -23% | -3% | 5% | 0 | -1 | 5%
N#CCC(=O)NNC(=S)Nc1ccccc1C(F)(F)F | 0% | 4% | -3 | 12 | -2% | ? | -4% | -6 | -1 | -7%
CCOC(=O)c1c(C)nc2c(c1-c1ccccc1)C(=O)CCC2 | 5% | 2% | 1 | -4 | 3% | 24% | 3% | -2 | 14 | 1%
CCCN(CC(=O)Nc1ccccc1Br)CC(=O)Nc1ccc(F)c(F)c1F | -41%[inhibitor] | -2% | 1 | 9 | 2%[46.1 µM] | ? | -2% | -4 | 1 | -4%
Cc1cccc(C)c1OCC(=O)Nc1ccncc1 | -3% | -2% | -8 | 1 | · | 6% | 14% | 13 | 6 | 12%
CCOC(=O)c1c(C)[nH]c(C=Nc2ccccc2)c1O | -9% | 5% | · | · | · | -3% | 3% | 3 | -2 | -17%
Cn1nc(C(F)(F)F)c(-c2cccc(C(F)(F)F)c2)c1NC(=O)c1nccnc1C(=O)O | -5% | 0% | 13 | -4 | -1% | 13% | ? | 16 | 2 | 0%
CCNC(=S)N/N=C/c1sccc1C | 4% | 1% | · | · | · | 12% | 0% | -1 | -1 | 13%
Cc1cc(N2CCN(C(=O)c3ccco3)CC2)n2nc(-c3cccc(Cl)c3)cc2n1 | ? | -2% | -14 | -10 | 4% | 13µM* | 6% | -22 | 26 | -4%
CC(=O)Nc1cccc(-c2cc(-c3c(Cl)cccc3Cl)no2)c1 | ? | -1% | 11 | -3 | -8% | -23% | -9% | -9 | ? | -1%
O=C(CCCO)N/N=C/c1cc(Br)ccc1O | 0% | 4% | 1 | -7 | -3%[46.1 µM] | ? | 6% | 5 | 5 | -7%
Cc1ccc(N(CN2C(=O)c3ccccc3C2=O)C(=O)c2ccc([N+](=O)[O-])cc2[N+](=O)[O-])cc1 | 12% | 1% | -50 | 25 | 0%[46.1 µM] | -4% | 4% | 1 | 4 | -14%
Clc1ccc(C=NC23CN4CN(CN(C4)C2)C3)cc1 | -1% | 1% | -23 | -11 | -10% | -3% | 4% | 1 | 4 | -14%
O=C(CSc1nc(O)cc(=O)n1-c1ccccc1)Nc1ccccn1 | -7% | -5% | 10 | -9 | 5% | 0% | -3% | -2 | -3 | -1%
Cc1ccc(-c2nn(-c3ccccc3)cc2NC(=O)c2ccccc2)cc1 | ? | 1% | 12 | 3 | -2%[46.1 µM] | -6% | 19% | 3 | 27 | -5%
S=C(NCc1ccncc1)Nc1ccc(Cl)cc1 | 0% | 0% | -6 | -3 | -5%[46.1 µM] | 3% | 10% | -10 | ? | -8%
COc1cc2[nH]c(=S)nc(NCCc3ccc(S(N)(=O)=O)cc3)c2cc1OC | 2% | -1% | -3 | -2 | -5% | -3% | -9% | -5 | -1 | 3%
